Assay outcomes (PubChem BioAssay)
hcGAS lum = Primary biochemical luminescence assay for human cyclic GMP-AMP synthase inhibitors; Q8N884; recombinant h-cGAS, ATP depletion, Kinase-Glo luminescence; inhibition, % at 12.5 µM; 290,000 tested, 0.081% active; AID 1259398, 2018;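 note: 0% = vehicle reaction and 100% = reaction without DNA for no activity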
Target sequence (Q8N884 whole entry, looked up): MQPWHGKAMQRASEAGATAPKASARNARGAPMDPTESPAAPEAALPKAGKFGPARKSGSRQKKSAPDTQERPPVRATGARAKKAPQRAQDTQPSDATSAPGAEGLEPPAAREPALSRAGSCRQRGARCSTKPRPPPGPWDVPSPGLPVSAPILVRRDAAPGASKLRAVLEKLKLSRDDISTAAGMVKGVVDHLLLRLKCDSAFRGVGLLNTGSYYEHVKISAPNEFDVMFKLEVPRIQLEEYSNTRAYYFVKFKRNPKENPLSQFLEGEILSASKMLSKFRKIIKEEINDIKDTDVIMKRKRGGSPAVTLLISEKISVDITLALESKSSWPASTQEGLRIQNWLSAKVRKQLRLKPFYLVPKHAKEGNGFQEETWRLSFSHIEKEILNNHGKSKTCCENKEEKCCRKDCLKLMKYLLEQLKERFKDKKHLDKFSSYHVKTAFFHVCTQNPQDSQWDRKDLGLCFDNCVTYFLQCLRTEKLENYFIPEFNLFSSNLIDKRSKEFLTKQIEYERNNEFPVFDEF
NPYLR7 ag = agonists of mosquito NPYLR7 receptor, primary screen, cell-based, Aedes aegypti, calcium fluorescence, mosquito biting behavior; Aedes aegypti neuropeptide Y-like receptor 7 (NPYLR7); HEK293T NPYLR7/Galpha15, GCaMP6s calcium fluorescence; activation, % at 10 µM; 270,000 tested, 0.15% active; AID 1259423, 2018; in the data active = activation above about 40%;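 note: 0% = vehicle and 100% = reference agonist at the receptor; some compounds past the cut are filed as inactive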
mcGAS lum = cyclic GMP-AMP synthase inhibitors, mouse, primary biochemical chemiluminescence. recombinant cGAS, Kinase-Glo ATP depletion luminescence. Q8C6L5. inhibition, % at 12.5 µM. 160,000 tested, 0.15% active. AID 1259399, 2018;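 note: 0% = negative control wells and 100% = reference inhibitor with no enzyme activity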
An asterisk follows results filed as active; · = not tested or not shown; & = joins results of further samples. Cut-off read from the data, not from the text of the source, unless noted: active = inhibition above about 40%; inactive = the rest. Not a hit list; about 0.26% have a hit in one of these screens.

SMILES | hcGAS lum | NPYLR7 ag | mcGAS lum
OC(CCN1CCCCC1)(c1ccccc1)c1ccccc1 | -3.8&-1.9&-4.0 | -10.1&-0.6&6.4 | -5.4
O=C(c1ccoc1)N1CCC2(CCNC2=O)CC1 | -2.8 | 6.2 | ·
Cc1cccc2[nH]c(C3CCCN(S(=O)(=O)NCc4ccccc4)C3)nc12 (stereo not given) | -6.7 | 4.4 | ·
CCCCNC(=O)c1ccc2nc(CC)c(N(C)CCCc3ccccc3)n2c1 | -4.1 | 17.1 | -3.0
NC(=O)c1ccc(NC(=O)CSc2cn(CC(=O)N3CCCCC3)c3ccccc23)cc1 | -4.3 | -8.4 | -5.6
Cc1cnccc1NCCNC(=O)c1cn(Cc2ccc(F)cc2)nn1 | 0.2 | -0.1 | ·
CCOc1cc(Br)c(CCl)cc1OCC | -6.8 | 5.1 | ·
COc1ccc(Nc2nc(N)nc(COc3ccc(OC)cc3)n2)cc1 | -5.9 | -0.5 | ·
CCSc1n[nH]c2nc3ccccc3n12 | 2.8 | -4.7 | ·
CCc1cnc2c(c1OC)c(=O)n(CC(=O)N1CCCCC1)c(=O)n2C | 1.8 | 0.9 | 0.3
COc1ccc(C(=O)N2CCSC23CCN(C(=O)Nc2ccccc2C(F)(F)F)CC3)cc1 | -11.1 | 8.9 | -5.9
Cc1csc(SCCn2c(N3CCC(C(N)=O)CC3)nc3c2c(=O)[nH]c(=O)n3C)n1 | -1.2 | -1.0 | ·
CCOc1ccc(-c2ccc(C(=O)N3CCN(c4ccc(NC(=O)c5ccccc5OCC)cn4)CC3)s2)cc1 | -6.6 | 3.9 | -5.7
CC(CCc1ccco1)NC(=O)c1ccc2c(c1)OCCCO2 (stereo not given) | -14.2 | 4.8 | ·
CCCN(CCC)C(=O)c1cc(-c2ccc(F)cc2)nc2cc(C(C)(C)C)nn12 | -3.3 | -3.8 | -6.9
CN1C(=O)OC(C)(C)C1=O | -8.9 | -4.6 | ·
CC1CN(CC(=O)Nc2sc3c(c2C#N)CCCC3)CCO1 (stereo not given) | -3.6 | 3.5 | ·
c1ccc(-c2cnnc(N3CCCCCCC3)n2)cc1 | -2.6&-9.8 | 20.5&-8.1 | -2.8
CCC(=O)Nc1ccc(OCC(=O)N2C[C@]3(C)C[C@H]2CC(C)(C)C3)cc1 | -1.3 | -2.0 | -15.1
O=C(Cc1nc2cc(-c3ccc(Cl)cc3Cl)sc2c(=O)[nH]1)NC1CCCC1 | -5.5 | 4.2 | -18.1
COCCOC(=O)c1[nH]c2c(c1C)C(=O)C(C(=O)OC)C(C)C2 (stereo not given) | -8.2 | 13.4 | ·
Cc1ccc(C)c(OCC(=O)N2CCC(CCN3CCCC3=O)CC2)c1C | -4.5 | 3.4 | -9.9
COC1CCCN(C(=O)c2oc3c(Cl)cc(C)cc3c2C)C1 (stereo not given) | -8.8 | 2.1 | ·
Cc1cc(C)cc(C(=O)NCC(c2ccc(N(C)C)cc2)N(C)C)c1 (stereo not given) | -5.8 | 4.3 | -7.2
O=C(C1CCCO1)N1CCN(Cc2cccc(-c3noc(-c4cccs4)n3)c2)CC1 (stereo not given) | -3.3 | 8.1 | -8.3
Cn1c(=O)c2c(nc(N3CCCCC3)n2CCCNC2=NCCCCC2)n(C)c1=O | -8.9 | · | -3.6
COc1ccc(C(=O)N2CCC3(CC2)OCC(C(=O)NCC2CCCO2)N3C(=O)c2ccccc2C)cc1OC (stereo not given) | -5.9 | 18.9 | -4.8
COc1ccc(-c2ccc(=O)n(CCNS(=O)(=O)c3cc(C)cc(C)c3)n2)cc1 | -8.3 | -1.8 | -9.0
COCCNC(=S)NN=CC1CC=CCC1 (stereo not given) | 4.0 | 12.7 | ·
C=C(C)CNC(=O)c1sc2ccc(OC)cc2c1Cl | -2.2 | 2.2 | -3.2
CCCNC(=O)Cn1nc(-c2cccs2)c2sc(N3CCOCC3)nc2c1=O | -10.8 | -3.5 | -9.6
COCCN(CCOC)c1cc(-c2ccccc2)ncn1 | -9.2 | -0.9 | ·
CC1=NOC(C)(CNC(=O)c2cc(CC(C)C)nn2C)C1 (stereo not given) | 2.0 | -0.8 | -11.3
COc1ccc(NC(=O)C2(C)CCN2C(=O)Cc2ccsc2)cc1OC (stereo not given) | -7.1 | 4.4 | -6.5
CCN(CC)S(=O)(=O)c1ccc(N2CCOCC2)c(NC(=O)c2ccc(-c3nc(C)no3)cc2)c1 | -6.6 | 8.3 | -6.9
COc1cc(-c2ccc3c4c(ccc3c2)OC(CN)C4)cc(OC)c1OC (stereo not given) | -10.8 | -2.7 | ·
COC(=O)c1ccc(CNC(=O)C2CCC(=O)N(Cc3ccccc3OC)C2)cc1 (stereo not given) | -10.6 | 20.3 | ·
CCOCCn1c(=O)c2c(nc3n2CC(C)CN3c2cccc(OC)c2)n(C)c1=O (stereo not given) | -11.4 | 8.3 | ·
O=C1C(=Cc2cccnc2)SC(=S)N1c1cccnc1 | -5.5 | 0.4 | 17.6
COCc1cc(NS(=O)(=O)c2cc(OC)c(OC)cc2C)cc2c1OCOC2 | -8.8 | 5.3 | ·
Cc1cc(C)c(N=Nc2c(-c3ccccc3)[nH]n(-c3ccccc3)c2=O)c(C)c1 | 5.1 | -6.7 | 4.5
Cc1ccc(-c2nc3ccccn3c2NC(=O)CC(C)CC(C)(C)C)cc1 (stereo not given) | -0.4 | -4.4 | -1.2
Cc1ccc(NC(=O)CNC(=O)Cc2c(C)[nH]c3ccccc23)c(F)c1 | -4.2 | 1.5 | ·
O[C@@H]1CN(Cc2ccoc2)CC[C@H]1c1ccc2c(c1)OCO2 | -4.1 | 3.9 | ·
COc1ccc(Oc2ccc(C(=O)NCc3ccoc3)cc2)cc1 | -6.3 | -6.0 | ·
CC(=O)NCCn1ccnc1-c1ccc(OC(F)(F)F)cc1 | -9.0 | 26.8 | ·
COc1ccccc1N1CCN(C2CCCN(C(=O)/C=C/c3ccccn3)C2)CC1 (stereo not given) | -8.1 | 14.1 | ·
COc1ccccc1N1CCN(C2CCCN(C(=O)c3cc(C)c[nH]3)C2)CC1 (stereo not given) | -2.7 | 6.5 | ·
C#CCOCC(O)CN(CCOC)Cc1c(CC)nn(-c2ccccc2)c1Oc1ccc(F)cc1F (stereo not given) | -6.0 | 7.8 | -2.9
O=S(=O)(c1ccc2c(c1)CCN2)N1CCOCC1 | 2.4 | -0.9 | ·
Further records follow.
SMILES | hcGAS lum | NPYLR7 ag | mcGAS lum
O=C(NCc1cccnc1)C(CCO)Sc1nc2sc3c(c2c(=O)[nH]1)CCCC3 (stereo not given) | -9.6 | 7.1 | ·
COCCC1CCCCN1C(=O)c1cccc2[nH]c(C)nc12 (stereo not given) | -7.8 | 2.0 | -14.5
COCCNC(=S)NNC(N)=S | -5.7 | 4.7 | -5.1
Cc1ccc(Nc2nc(-c3cnc(N4CCCC4)nc3C)cc(=O)[nH]2)c(C)c1 | -5.7 | -3.6 | ·
COC(C)(C)Cn1ccnc1-c1ccccc1C | 0.0 | 1.9 | -7.6
Cc1cccc(N2CCN(Cc3cnc(S(C)(=O)=O)n3CC(C)C)CC2)n1 | -1.7 | -0.1 | -6.4
CC(C)N(CCNS(=O)(=O)c1ccccc1S(C)(=O)=O)C(C)C | -5.3 | -1.7 | -3.4
CCn1c(SCC(=O)NN=C(C)c2ccc(OC(C)=O)cc2)nc2ccccc21 | -4.2 | -2.1 | -4.5
Cc1ccc(OCC(=O)NC2CCCC(C)C2C)cc1 (stereo not given) | -7.9 | -1.9 | ·
Cc1ccc(NC(=O)CSc2n[nH]c(C3CCCC3)n2)c(Br)c1 | -0.1 | -0.3 | -2.3

Part of the list above, reduced to mcGAS lum and NPYLR7 ag:
| SMILES | mcGAS lum | NPYLR7 ag |
| --- | --- | --- |
| CCN(CC)S(=O)(=O)c1ccc(N2CCOCC2)c(NC(=O)c2ccc(-c3nc(C)no3)cc2)c1 | -6.9 | 8.3 |
| COc1cc(-c2ccc3c4c(ccc3c2)OC(CN)C4)cc(OC)c1OC (stereo not given) | · | -2.7 |
| COC(=O)c1ccc(CNC(=O)C2CCC(=O)N(Cc3ccccc3OC)C2)cc1 (stereo not given) | · | 20.3 |
| CCOCCn1c(=O)c2c(nc3n2CC(C)CN3c2cccc(OC)c2)n(C)c1=O (stereo not given) | · | 8.3 |
| O=C1C(=Cc2cccnc2)SC(=S)N1c1cccnc1 | 17.6 | 0.4 |
| COCc1cc(NS(=O)(=O)c2cc(OC)c(OC)cc2C)cc2c1OCOC2 | · | 5.3 |

Further structures
SMILES | hcGAS lum | NPYLR7 ag | mcGAS lum
CCOC(=O)c1c(C)c(C(=O)NCCC(C)C)c(C)n1Cc1ccccc1 | -1.9 | 3.4 | -4.2
CCCCOc1ccc(C(=O)N/C(=C/c2ccc(OC(C)C)cc2)C(=O)NCC)cc1 | -4.9 | 6.1 | ·
COc1cccc(CN(Cc2ccco2)CC(O)COCc2ccccc2)c1 (stereo not given) | -4.7 | -2.6 | -5.8
Cc1cccc(-c2nnc(SCC(=O)NCc3ccccc3)n2-c2ccccc2)c1 | -5.2 | · | -9.4
COC(=O)c1ccc(-c2cc(Cl)cc3c2OC(CNC(=O)C2CCOC(C)(C)C2)C3)cc1 (stereo not given) | -3.2 | 28.8 | -6.8
Cc1cccc(CN2CCC(N3CCC(C(=O)N(C)Cc4c(C)n[nH]c4C)CC3)CC2)n1 | -7.2&-3.1 | 5.3&-2.3 | -2.2
O=C1C(=C2NCCN2)CC/C1=C/c1ccco1 | -2.4 | 9.3 | -1.9
Cc1n[nH]c(C)c1CNC(=O)c1c(F)cc(F)cc1F | -11.5 | -20.4 | ·
CN(CCCc1ccccc1)C(=O)c1[nH]ncc1Br | -12.1 | 6.8 | -7.7
CC1(CO)CCCC1Nc1cnn(CCOc2ccc(Cl)cc2)c(=O)c1Cl (stereo not given) | -7.2 | 5.3 | -17.4
CCCCNC(=O)CC1SC(=NC)N(C)C1=O (stereo not given) | -2.6 | 0.4 | ·
O=C(c1cccs1)N1CCCC(OCc2ccc(Br)cc2)C1 (stereo not given) | -3.7 | -6.6 | -4.0
Cc1ccc(CN(Cc2ccccc2)C(=O)c2ccc(Cl)c([N+](=O)[O-])c2)o1 | -6.4 | -0.8 | -5.6
COc1ccc(C2(C#N)CCC(O)(C#N)CC2)cc1OC (stereo not given) | -7.2 | -8.1 | ·
CCC(C)(C)NCc1cccc(Oc2ncccn2)c1 | -16.8 | 1.5 | ·
CCCOC1CCCN(C(=O)c2ccc(S(N)(=O)=O)cc2)C1 (stereo not given) | -1.0 | 1.5 | -19.4
COCCN1C(=O)CC(CC(=O)N2CCCC(c3cccc(C)c3)C2)(c2ccccc2OC)C1=O (stereo not given) | 3.5 | -4.9 | -2.2
CCCCCn1cc(C2CCN(S(=O)(=O)c3ccc(C)cc3OC)CC2)c2ccccc21 | -7.1 | 8.0 | -6.1
COc1cccc(COc2cn(C)c(C(=O)NCCc3ccccc3OC)cc2=O)c1 | -13.1 | 4.1 | ·
CN(c1cc(Cl)nc(SCc2cccc(C(=O)O)c2)n1)C1CCCCC1 | -3.1 | -9.6 | -0.4

Reformatted field by field: part of the list above
mol: CCCOC1CCCN(C(=O)c2ccc(S(N)(=O)=O)cc2)C1 (stereo not given)
  hcGAS lum = -1.0; NPYLR7 ag = 1.5; mcGAS lum = -19.4
mol: CCCCCn1cc(C2CCN(S(=O)(=O)c3ccc(C)cc3OC)CC2)c2ccccc21
  hcGAS lum = -7.1; NPYLR7 ag = 8.0; mcGAS lum = -6.1

The list goes on:
SMILES | hcGAS lum | NPYLR7 ag | mcGAS lum
CCc1ncc(C(=O)NC(C)Cc2ccncc2)cn1 (stereo not given) | -5.5 | · | -15.1
O=C1OC(c2ccc(Br)cc2)=N/C1=C\N1CCN(c2ccc([N+](=O)[O-])cc2)CC1 | -3.5 | 2.4 | -3.0
CCOC(=O)C(C)(C)Sc1nc2c(c(=O)n1-c1ccc(OCC)cc1)SCC2 | 1.3 | 0.3 | -4.5
COc1cccc(-n2cc(CN(C)Cc3ccsc3)cn2)c1 | -9.2 | 3.8 | ·
COCC(C)Nc1ccc2nnc(C3CC3)n2n1 (stereo not given) | -0.9 | 0.1 | ·
CN1C(=O)C2(CCN(C(=O)c3cccc4c3ccn4C)CC2)c2ccccc21 | -4.0 | 4.3 | -13.8
COc1ccc(C(=O)N2CCC3(CCCN(Cc4cccnc4)C3=O)C2)o1 (stereo not given) | -8.5 | 2.5 | ·
O=C(Nc1ccccc1OCC1CCCO1)NC1CCCCC1 (stereo not given) | 10.4 | 0.9 | ·
Cc1cc(S(=O)(=O)Nc2ccc(N(C)C)cc2)c(C)s1 | 0.9 | 0.9 | ·
O=c1oc2ccccc2cc1-c1csc(Nc2cc(C(F)(F)F)ccc2Cl)n1 | -9.3 | -2.7 | -7.3
CS(=O)(=O)N1CCC(C2CCNC2)CC1 (stereo not given) | 0.0 | · | -1.5
CC(C)N(CCC#N)C(=O)/C=C/c1ccc(F)cc1 | -5.1 | 4.1 | -16.1
O=C(Cc1noc2ccccc12)N1CCCC(c2ccn[nH]2)C1 (stereo not given) | 1.9 | 8.1 | ·
COc1ccc(CC(=O)Nc2cccc(C3SCC(=O)N3c3ccc(F)cc3F)c2)cc1 (stereo not given) | -4.2 | · | -4.8
CCc1nc2cc(NC(=O)N3CCCC3CN3CCOCC3)ccc2o1 (stereo not given) | -6.7 | 5.0 | ·
COCCn1cc(C(=O)N2CCCCCC2)c2nn(-c3ccccc3)c(=O)c-2c1 | 3.0 | 6.7 | -0.5
O=C(NCc1ccccn1)C1CCN(C2CCN(C(=O)Cc3cccnc3)CC2)CC1 | -1.7&-4.1 | 4.5 | ·
Cn1ccnc1SCc1cc(=O)c(OC(=O)/C=C/c2ccccc2)co1 | 1.3 | 2.6 | 9.6
Cc1ccc(N2CCN(N=Cc3cccc4ccccc34)CC2)cc1 | -4.3 | -1.1 | -4.7
